Dynein transport: inhibitors of GR-EGFP nuclear translocation, primary screen, dynein cargo transport inhibitor project, imaging, high-content, 3617.4 mouse cells | test concentration mostly 20 µM; stimulated with dexamethasone, 1 µM; hits give low values | z-score, hits read low | AID 1381, 2008 | 0.47% of 220,000 active;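 active = plate z-score of nuclear minus cytoplasmic receptor signal below a set negative limit, without overly bright fluorescence or cell loss, cut at about -3.5 in these data, passing the limit was not always enough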;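 note: z-score of nuclear minus cytoplasmic ring GR-EGFP intensity difference per well; some compounds called inactive have numbers as strong as hits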
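Also added – dexamethasone, 1.0 µM final · Buffer or medium – tet-free, stripped-serum medium · Schedule – induction 48 h, compound 1 h, agonist 30 min · Detection – formaldehyde fixation, Hoechst nuclear stain, 10x automated fluorescence imaging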
LYP phosphatase: inhibitors of LYP phosphatase, biochemical, fluorescence intensity, uHTS (AID 1779) | recombinant LYP phosphatase, fluorescence intensity; higher % means a stronger effect | inhibition, % at 11.5 µM; hits with a dose series show IC50 in µM | 0.054% of 290,000 active;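 note: plate controls were vehicle with enzyme for no effect and no enzyme for full effect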
PMI inhibitors: inhibitors of human PMI, primary screen, biochemical, fluorescence intensity, coupled assay (AID 1209) | Mannose-6-phosphate isomerase (Homo sapiens) | purified PMI enzyme, coupled fluorescence intensity; higher % means a stronger effect | one-dose inhibition, % at 20 µM; IC50 in µM for titrated hits | 0.42% of 190,000 active;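 note: plate controls were DMSO vehicle for no effect and wells lacking substrate for full effect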
Siah-1 displacement: Siah-1 peptide-binding antagonists, primary screen, biochemical, fluorescence polarization, rhodamine-plectin, uHTS (AID 1817) | E3 ubiquitin-protein ligase SIAH1 (Homo sapiens) | Siah-1 / rhodamine-plectin peptide fluorescence polarization; higher % means a stronger effect | displacement, % at 20 µM; hits with a dose series show IC50 in µM | 0.02% of 290,000 active;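 active = displacement of at least 50% at 20 µM, with a fluorescence ratio check between 0.3 and a set limit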;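 note: plate controls were Siah plus tracer with DMSO for no effect and tracer alone without Siah for full effect; strong numbers were not always called active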
XIAP displacement: XIAP antagonists, biochemical, IAP family, fluorescence polarization (AID 1018) | E3 ubiquitin-protein ligase XIAP (Homo sapiens) | XIAP BIR domain, fluorescence polarization peptide displacement; higher % means a stronger effect | displacement, % at 20 µM; hits with a dose series show IC50 in µM | 0.007% of 200,000 active; in the data active = displacement above about 50%; note: a part of the inactive calls stands beside numbers as strong as those of hits
P. falciparum M1AAP: P. falciparum M1AAP inhibitors, biochemical, fluorogenic H-Leu-NHMec substrate, 1536-well (AID 1445). recombinant M1AAP, H-Leu-NHMec fluorogenic kinetic assay; higher % means a stronger effect. inhibition, % at 30 µM, or IC50 in µM where a hit was titrated. 0.42% of 220,000 active;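 active = primary inhibition above the hit cutoff, then over 50% inhibition at one or more dose response concentrations, cut at about 23% in these data, passing the limit was not always enough; inconclusive = conflicting primary data, or primary hits not chosen for dose response; inactive = low primary inhibition, or under 50% at every dose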;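 note: plate controls were DMSO full reaction for no effect and no enzyme background for full effect; strong numbers were not always called active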
M17LAP inhibition: P. falciparum M17LAP inhibitors, primary screen, biochemical, fluorogenic H-Leu-NHMec substrate, 1536-well (AID 1619); recombinant M17LAP, H-Leu-NHMec fluorogenic kinetic assay; higher % means a stronger effect; inhibition, % at 30 µM, or IC50 in µM where a hit was titrated; 0.38% of 220,000 active;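 active = compound inhibiting the enzyme by more than half at any dose during confirmatory dose-response retesting; inconclusive = strong single-dose inhibitors picked by rank but not retested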;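 note: plate controls were full reaction with DMSO carrier for no effect and no enzyme background for full effect; strong numbers were not always called active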
AID2073: inhibitors of Mint1-CaV2.2 protein interaction, biochemical, HTRF (AID 2073); Voltage-dependent N-type calcium channel subunit alpha-1B (Homo sapiens); HTRF protein-protein interaction, Mint1-CaV2.2; higher % means a stronger effect; one-dose inhibition, % at 20 µM; IC50 in µM for titrated hits; 0.19% of 290,000 active; in the data active = inhibition mostly above about 51%, no sharp cut-off; inconclusive = no clear call, values can overlap the other calls; inactive = mostly below about 53%; note: some results filed as inactive read as strong as hits
human PMI inhibitors: human PMI inhibitors, high substrate, primary screen, biochemical, fluorescence intensity, high mannose 6-phosphate (AID 1220); Mannose-6-phosphate isomerase (Homo sapiens); recombinant PMI enzyme, coupled fluorescence intensity; higher % means a stronger effect; inhibition, % at 20 µM, or IC50 in µM where a hit was titrated; 0.66% of 190,000 active
Dynein transport cytoplasmic EGFP: recorded beside Dynein transport, whose call it bears; z-score; measured here: cytoplasmic GR-EGFP intensity; hits give high values
Dynein transport nuclear GR-EGFP: recorded beside Dynein transport, whose call it bears; z-score; measured here: nuclear GR-EGFP intensity;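 lower value marks the stronger effect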
Dynein transport cell count: also measured in Dynein transport; calls as there; z-score; measured here: cell count per field
* marks the source's active call; other numbers are inactive results; ? = inconclusive; . = not tested or not shown. Cut-off read from the data, not from the text of the source, unless noted: active = inhibition above about 50%; inactive = the rest.

SMILES	Dynein transport	Dynein transport cytoplasmic EGFP	Dynein transport nuclear GR-EGFP	Dynein transport cell count	LYP phosphatase	PMI inhibitors	Siah-1 displacement	XIAP displacement	P. falciparum M1AAP	M17LAP inhibition	AID2073	human PMI inhibitors
Cc1cc(Br)ccc1SCC(=O)OCC(=O)N1CCN(C(=O)c2ccco2)CC1	-0.027	-0.31	0.2	-0.035	-8%	4%	-6%	-8.5%	3%	18%	-5%	3%
COc1ccc(CC(=O)NCc2n[nH]c(=S)n2C)cc1	0.58	-0.32	0.55	-0.39	-12%	15%	3%	-5.9%	2%	-13%	0%	6%
COCCCN1C(=O)C(=O)/C(=C(/O)c2ccc(OC)cc2C)C1c1cccnc1 (stereo unspecified)	0.11	-0.25	-0.14	0.092	-3%	-12%	2%	-3.0%	14%	17%	40%	-4%
COc1cccc(NC(=O)CN2CCN(c3ccccc3F)CC2)c1	-0.065	-0.18	0.15	-1.1	-12%	-2%	2%	-2.2%	0%	24%	-5%	-6%
COC(=O)c1ccc(Cl)c(NC(=O)c2ccc(-c3ccccc3)cc2)c1	0.16	-0.17	0.49	0.31	3%	2%	2%	-2.8%	-2%	5%	5%	-12%
Cc1cc(C)c(NC(=O)C(C)Sc2nc3ccc(N4C(=O)c5ccccc5C4=O)cc3s2)c(C)c1 (stereo unspecified)	-0.42	-0.39	-0.32	0.13	-2%	7%	-5%	-25%	-2%	-5%	32%	7%
COc1ccccc1NS(=O)(=O)c1ccc2oc(SCc3ccc(F)cc3)nc2c1	0.42	0.011	-0.11	-0.41	2%	9%	-6%	-2.7%	2%	-1%	7%	6%
CC1(C(=O)N(Cc2ccccc2)Cc2ccccc2)CC1(Br)Br (stereo unspecified)	2	-0.16	0.92	-1.6	3%	16%	7%	-0.4%	-2%	4%	-1%	7%
Cc1c(NC(=S)NC(=O)Cc2ccccc2)cccc1C(=O)O	-0.73	-0.18	-0.56	1.1	-6%	4%	2%	-0.8%	4%	7%	-5%	4%
Cc1ccc(Cl)cc1NC(=O)COC(=O)c1ccc(COc2ccc3c(C)cc(=O)oc3c2)cc1	1.9	-0.13	0.63	-1.3	-6%	7%	2%	-7.8%	0%	-2%	14%	2%
Cc1cc(C)nc(Sc2ccc(/C=C(\C#N)C(=O)Nc3ccccc3)o2)n1	-0.16	-0.038	0.57	-0.0033	-5%	5%	-5%	-4.5%	4%	-9%	-12%	6%
COc1ccc2c(CC(=O)OCC(=O)Nc3cc(C)c(C)cc3[N+](=O)[O-])coc2c1	-0.85	-0.3	-0.63	1.1	-7%	-3%	9%	-1.2%	6%	-2%	5%	-2%
Cn1cnnc1SCC(=O)Nc1ccc2nc(SCc3cccc4ccccc34)sc2c1	1.6	0.065	1.5	-2	-6%	16%	2%	-3.6%	-1%	-11%	16%	7%
CC1(C)CC(=O)C=C(OC(=O)c2ccc(Cl)cc2)C1	.	.	.	.	-2%	6%	5%	-3.9%	6%	12%	-5%	7%
CC(NC(=O)CSc1nc2ccccc2c(=O)[nH]1)c1ccccc1 (stereo unspecified)	-1.1	0.2	-0.26	1.5	1%	-13%	13%	0.4%	-5%	-12%	3%	-17%
Cc1cccc(N2CCN(C(=O)c3cn(C)c(=O)c4c3c3ccccc3n4C)CC2)c1C	-0.38	-0.27	0.13	0.0089	8%	12%	2%	-1.6%	6%	8%	4%	8%
COc1ccc(N2CCN(C(=O)c3cc4c(s3)-c3ccccc3S(=O)(=O)C4)CC2)cc1	0.21	0.44	0.65	-2.4	0%	.	8%	.	5%	0%	-7%	.
Cc1cc(-c2nnc(SCC(=O)Nc3ccccc3Cl)n2C)no1	-0.36	-0.25	-0.086	-0.26	-9%	.	0%	.	0%	4%	-16%	.
CCC(C)NC(=O)CSc1n[nH]c(-c2cc(Cl)ccc2OC)n1 (stereo unspecified)	0.54	-0.14	0.36	-0.071	-5%	-8%	-5%	-4.5%	1%	9%	4%	-8%
C=CCSc1nnc(NC(=O)c2cccc(S(=O)(=O)N(C)c3ccccc3)c2)s1	-0.046	-0.25	0.045	0.71	12%	-30%	-3%	-5.8%	14%	1%	3%	-33%
C/C(=N/n1cnnc1)c1cccnc1	-0.81	-0.076	-0.38	0.29	-2%	22%	-2%	-4.8%	-6%	2%	3%	18%
Cc1cccc(OCC(=O)Nc2ccccc2C(=O)N2CCOCC2)c1	0.41	-0.27	0.36	-0.28	2%	4%	1%	-5.7%	1%	3%	?	4%
COc1ccc(CCNC(=O)COC(=O)CCC(=O)c2ccc(F)cc2)cc1	0.057	-0.26	0.31	0.1	-5%	-4%	-1%	-7.8%	0%	-2%	7%	2%
COc1cc2nc(SCc3ccc(Cl)cc3Cl)n(Cc3cccs3)c(=N)c2cc1OC	-0.55	-0.2	-0.79	0.93	10%	9%	1%	-3.0%	-1%	0%	37%	24%
COc1ccc(Sc2nc(-c3ccccc3)ncc2C(=O)O)cc1	-0.14	-0.16	-0.063	-0.21	-7%	-6%	2%	-5.0%	11%	6%	10%	0%
CCOC(=O)c1cc(=O)[nH]c2ccccc12	-0.79	-0.2	-0.47	0.022	-9%	-1%	2%	-4.2%	-3%	0%	16%	-7%
COC(=O)c1c(C)noc1-c1ccc(Cl)cc1	-0.064	-0.24	0.46	-0.024	-2%	.	6%	.	1%	0%	3%	.
O=C(Nc1ccc(F)cc1)NC1(C(=O)NCc2ccco2)CCCCC1	0.12	-0.19	0.41	-0.044	-2%	0%	1%	-3.4%	0%	0%	-1%	-1%
CCOC(=O)CC(=O)Nc1cc(Cl)ccc1O	-0.67	-0.21	0.093	0.62	-2%	14%	0%	-2.4%	9%	17%	-11%	11%
CCOC(=O)C1CCCN(Cc2sccc2C)C1 (stereo unspecified)	-0.12	0.041	-0.048	0.28	-6%	4%	2%	-2.7%	-3%	-3%	24%	-1%
O=C(CCN1C(=O)/C(=C/c2cccs2)SC1=S)NNC(=O)c1cccc(O)c1	-1.4	4	-0.5	0.92	-10%	-7%	-5%	-4.8%	3%	-5%	?	-12%
COCc1[nH]nc2c1C1(CCC3(CC1)OCCO3)C(C#N)=C(N)O2	0.46	-0.19	0.48	0.38	0%	-2%	3%	-0.3%	7%	-8%	8%	10%
CCn1c(SCC(=O)O)nnc1-c1cc2c(C)nn(-c3ccccc3)c2s1	1.3	-0.16	0.89	-1.3	-9%	10%	0%	1.7%	16%	42%	1%	13%
Cc1c(N=CN2CCOCC2)c(=O)n(C)c(=O)n1C	-0.25	0.027	-0.73	0.27	-5%	9%	2%	-10%	5%	4%	-1%	10%
CCOC(=O)C1CCN(S(=O)(=O)c2cccc(-c3cn4ccccc4n3)c2)CC1	0.35	-0.15	0.46	-0.8	-2%	-7%	0%	0.0%	1%	-8%	-2%	-10%
O=c1[nH]nc(CNc2ccc(O)cc2)c2ccccc12	2.5	-0.18	1.4	-1.6	-8%	30%	20%	-5.9%	9%	52%	-26%	22%
COc1ccc(-n2cnc3cc([N+](=O)[O-])ccc32)cc1	1.2	-0.22	0.42	-0.5	-6%	6%	-3%	13%	-4%	-5%	5%	3%
C=CCNC(=O)C12CC3CC(C1)CC(C(=O)NCC=C)(C3)C2	-0.7	-0.23	-0.11	0.55	-3%	13%	-2%	-1.8%	8%	1%	6%	13%
CCc1ccc(C2CC(c3cccc(OC)c3)n3nc(N)nc3N2)cc1 (stereo unspecified)	.	.	.	.	2%	13%	-2%	-5.1%	.	.	0%	16%
CC[n+]1ccccc1/C=C/Nc1ccccc1	-1.2	-0.3	-0.5	0.45	-2%	62%*	-1%	-4.6%	3%	25%	-1%	13%
Cc1cccc(NC(=O)CSCc2c(C)noc2C)c1C	0.28	-0.19	0.25	0.066	5%	-8%	0%	-4.9%	-1%	7%	-1%	-10%
Cc1cccc(C(=O)NC2C(=O)NNC2c2ccc(Cl)cc2)c1 (stereo unspecified)	-0.79	-0.34	-0.89	0.6	-6%	5%	9%	-5.8%	6%	7%	4%	-4%
Oc1ccc(Br)cc1-c1cc(-c2ccc(Cl)cc2)n[nH]1	-1.4	0.068	-0.54	1.6	0%	8%	-6%	-6.1%	-5%	0%	2%	-3%

Of the compounds above, these have two or more sulfur atoms.
SMILES	Dynein transport	Dynein transport cytoplasmic EGFP	Dynein transport nuclear GR-EGFP	Dynein transport cell count	LYP phosphatase	PMI inhibitors	Siah-1 displacement	XIAP displacement	P. falciparum M1AAP	M17LAP inhibition	AID2073	human PMI inhibitors
Cc1cc(C)c(NC(=O)C(C)Sc2nc3ccc(N4C(=O)c5ccccc5C4=O)cc3s2)c(C)c1 (stereo unspecified)	-0.42	-0.39	-0.32	0.13	-2%	7%	-5%	-25%	-2%	-5%	32%	7%
COc1ccccc1NS(=O)(=O)c1ccc2oc(SCc3ccc(F)cc3)nc2c1	0.42	0.011	-0.11	-0.41	2%	9%	-6%	-2.7%	2%	-1%	7%	6%
Cn1cnnc1SCC(=O)Nc1ccc2nc(SCc3cccc4ccccc34)sc2c1	1.6	0.065	1.5	-2	-6%	16%	2%	-3.6%	-1%	-11%	16%	7%
COc1ccc(N2CCN(C(=O)c3cc4c(s3)-c3ccccc3S(=O)(=O)C4)CC2)cc1	0.21	0.44	0.65	-2.4	0%	.	8%	.	5%	0%	-7%	.
C=CCSc1nnc(NC(=O)c2cccc(S(=O)(=O)N(C)c3ccccc3)c2)s1	-0.046	-0.25	0.045	0.71	12%	-30%	-3%	-5.8%	14%	1%	3%	-33%
COc1cc2nc(SCc3ccc(Cl)cc3Cl)n(Cc3cccs3)c(=N)c2cc1OC	-0.55	-0.2	-0.79	0.93	10%	9%	1%	-3.0%	-1%	0%	37%	24%
O=C(CCN1C(=O)/C(=C/c2cccs2)SC1=S)NNC(=O)c1cccc(O)c1	-1.4	4	-0.5	0.92	-10%	-7%	-5%	-4.8%	3%	-5%	?	-12%
CCn1c(SCC(=O)O)nnc1-c1cc2c(C)nn(-c3ccccc3)c2s1	1.3	-0.16	0.89	-1.3	-9%	10%	0%	1.7%	16%	42%	1%	13%

From PubChem BioAssay
